From PubChem BioAssay
TNAP act hiacc – increases human TNAP activity under high phosphate acceptor concentration; P05186; purified TNAP, CDP-star luminescence, 1 M DEA, 30 min; active compounds read high; 0 = EDTA background, 1 = DMSO-only activity; activation factor at 20 µM; 200,000 tested, under 10 active; AID 1136;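 active = activation factor at least 2 at 20 µM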
Target sequence (P05186 whole entry, looked up): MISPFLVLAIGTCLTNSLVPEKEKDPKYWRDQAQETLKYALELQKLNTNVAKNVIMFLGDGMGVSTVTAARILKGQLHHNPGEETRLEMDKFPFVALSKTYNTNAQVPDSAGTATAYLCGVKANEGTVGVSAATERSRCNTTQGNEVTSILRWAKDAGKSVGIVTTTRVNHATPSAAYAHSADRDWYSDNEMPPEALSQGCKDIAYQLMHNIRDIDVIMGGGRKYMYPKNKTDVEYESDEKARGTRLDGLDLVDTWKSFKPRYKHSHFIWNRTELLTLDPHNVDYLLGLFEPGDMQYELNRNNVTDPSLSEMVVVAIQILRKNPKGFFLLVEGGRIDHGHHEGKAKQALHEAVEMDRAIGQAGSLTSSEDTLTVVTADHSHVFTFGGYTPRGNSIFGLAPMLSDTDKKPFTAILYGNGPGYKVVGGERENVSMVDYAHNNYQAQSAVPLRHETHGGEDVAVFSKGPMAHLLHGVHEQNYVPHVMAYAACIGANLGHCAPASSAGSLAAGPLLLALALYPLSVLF
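Control set: EDTA negative control, DMSO positive control / Assay system: human TNAP / Quantity: TNAP 1/800 final / Evaluation: TNAP activation factor scaled between EDTA and DMSO control wells / Measured by: luminescent substrate turnover signal / Compound dosing: one dose, 20 µM / Times: 30 min enzyme reaction at room temperature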
FLuc inhib CS – inhibits firefly luciferase, flagging false hits in luciferase inhibition screens; P08659; 1.5% of 200,000 active; inhibition, % at 10 µM; ATPLite firefly luciferase biochemical luminescence, 10 min;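 active = inhibition above about 50% when tested at 10 µM, limit read from the data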
bIAP act – intestinal alkaline phosphatase (bovine) activation; 0.17% of 200,000 active; activation factor at 20 µM; purified bovine IAP, CDP-star luminescence, 30 min; active compounds read high; fold of DMSO-control signal, blank-subtracted;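 active = activation factor of 2 or more at 20 µM, a signal rise over negative controls twice the positive control's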
APP 5'UTR act – activates APP 5'UTR luciferase reporter; SH-SY5Y APP 5'UTR luciferase reporter, luminescence; zero percent = DMSO vehicle wells; activation, % at 2 µM; 1% of 190,000 active;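 active = activation above a set limit, based on mean plus 3 SD of controls, cut at about 140% in these data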; note: values of inactives mirror those of a sister screen read the other way
TNAP inh hiacc – inhibitors of human TNAP at high phosphate acceptor concentration; P05186; purified TNAP, CDP-star luminescence, 1 M DEA; inhibition, % at 20 µM; 0.03% of 200,000 active;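 active = over 50% inhibition of tissue-nonspecific alkaline phosphatase at 20 µM in the single-dose screen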;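 note: plate controls were DMSO wells for no effect and EDTA-quenched wells as full inhibition for full effect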
PMI act – activators of human phosphomannose isomerase | P34949 | purified human PMI, coupled resazurin fluorescence, 20 min; active compounds read high; 1 = vehicle control, 0 substrate-free wells | activation factor at 20 µM | 0.005% of 190,000 active | AID 1214;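 active = activation factor of 2 or more at 20 µM, relative to plate controls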
Target sequence (P34949 whole entry, looked up): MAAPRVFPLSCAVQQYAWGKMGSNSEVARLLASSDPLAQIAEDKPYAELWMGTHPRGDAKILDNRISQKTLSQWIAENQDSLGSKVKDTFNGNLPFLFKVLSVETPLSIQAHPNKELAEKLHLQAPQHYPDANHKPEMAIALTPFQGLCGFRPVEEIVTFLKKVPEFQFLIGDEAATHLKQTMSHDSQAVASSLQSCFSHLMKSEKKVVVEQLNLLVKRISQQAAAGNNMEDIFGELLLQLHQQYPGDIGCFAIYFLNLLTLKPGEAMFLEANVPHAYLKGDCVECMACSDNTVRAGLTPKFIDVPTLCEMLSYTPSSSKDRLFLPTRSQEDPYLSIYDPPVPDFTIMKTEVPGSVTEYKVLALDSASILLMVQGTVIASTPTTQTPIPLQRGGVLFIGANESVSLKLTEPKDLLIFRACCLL
PMI act hi M6P – activators of human phosphomannose isomerase at near-saturating mannose 6-phosphate | P34949 | coupled PMI enzyme assay, resazurin fluorescence, 20 min; active compounds read high; 1 = untreated enzyme, 0 = substrate-free blank | activation factor at 20 µM | 0.34% of 190,000 active | AID 1216;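 active = activation factor of 2 or more at 20 µM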
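Material: human phosphomannose isomerase with PGI, G6PDH, diaphorase coupling enzymes; amount: PMI at 15 ng/mL final; also added: Mannose-6-phosphate 1.0 mM (near-saturating) plus 0.22 mM NADP+; incubation: enzyme reaction with compound 20 min at room temperature; signal: resorufin fluorescence (Ex 544/Em 590 nm) from resazurin via diaphorase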
FLuc stim CS – firefly luciferase counter-screen for stimulation assays. P08659. 200,000 tested, under 10 active. ATPlite luciferase biochemical, luminescence, 10 min; 0 = ATP-free wells, 1 = DMSO control. activation factor at 10 µM;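 active = luciferase activation factor, scaled between plate controls, of at least 2 with compound at 10 µM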
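Material: Luciferase/luciferin reagent mix; Doses: test compounds dosed from 2 mM stocks in 100% DMSO; Schedule: 10 min incubation after luciferase reagent addition, room temperature; Measured by: luminescence from luciferase reaction; Read-out: luminescence gain marking luciferase activators.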
TNAP inh noacc – inhibitors of human TNAP without phosphate acceptor; P05186; purified TNAP, CDP-star luminescence, 30 min; inhibition, % at 20 µM; 0.26% of 200,000 active;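 active = tissue-nonspecific alkaline phosphatase inhibition above about 50% at 20 µM in the single-dose screen, limit read from the data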;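 note: 0% = DMSO negative control and 100% = EDTA positive control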
NF-kB neuron act – raises NF-kB expression in human neuronal cells; NF-kB reporter expression; active compounds read high; fold change at 12.5 µM; 1.6% of 190,000 active; AID 1239; in the data active = fold change above about 3.3
* marks the source's active call; other numbers are inactive results.

SMILES	TNAP act hiacc	FLuc inhib CS	bIAP act	APP 5'UTR act	TNAP inh hiacc	PMI act	PMI act hi M6P	FLuc stim CS	TNAP inh noacc	NF-kB neuron act
Cc1cc(C(=O)Nc2ccc(S(=O)(=O)N3CCCC3)cc2)cs1	1	-8	0.9	-2	-5	0.9	1	1.1	-13	0.75
CCCN(CC1CC1)C(=O)COC(=O)c1ccc(CNS(=O)(=O)c2ccc(F)c(Cl)c2)cc1	1	-3	1	4	-2	0.9	1	1	-15	1.1
CCCN1C(=O)/C(=C/c2ccc(OCC(=O)OCC)cc2)NC1=S	1	-7	0.9	-3	2	1	1	1.1	3	1.1
Nc1cccc(-n2cccc2)c1	1	0	0.9	13	-4	0.9	0.5	1	-6	1.2
COc1ccc(C(=O)NCCc2nnc(SCc3nc4ccccc4c(=O)[nH]3)n2C)cc1	1	-10	1	26	-1	1	1	1.1	5	1.2
O=C(C1=C[C@@H](c2csc3ccccc23)C[C@@H](OCc2ccc(CO)cc2)O1)N1CCOCC1	1.1	-8	1	-6	-12	0.8	0.8	1.1	-11	1
Cc1cccn2c(=O)c(/C=C(\C#N)C(=O)NCc3ccco3)c(N3CCCCC3)nc12	1	1	0.9	7	1	0.8	0.9	1	2	0.55
COc1cccc(CN2CCN(Cc3ccc(OC)c(OC)c3)CC2CCO)c1 (stereo not drawn)	1.1	0	1.1	11	-6	0.8	0.9	1	4	1.2
Cc1ccc2oc(=O)n(CCOc3ccccc3Cl)c2c1	1.1	-4	0.8	10	-8	1	0.9	1	-15	1.4
Cn1c(=O)c2c(ncn2CC(O)CNc2cccc(Cl)c2)n(C)c1=O (stereo not drawn)	1	-2	1	15	-2	1	0.9	1	-4	1.5
Cc1cc(C)c(S(=O)(=O)n2ccc3ccccc32)c(C)c1	1	6	0.4	-3	2	1	1.1	0.9	18	0.63
Cc1cc(C)nc(Sc2ccc(C=O)cc2[N+](=O)[O-])n1	1	-6	1.1	2	-4	0.9	0.7	1.1	-7	1.1
C/C(=N/O)c1cc(C(C)(C)C)c(O)c(C(C)(C)C)c1	1	-8	0.9	0	-2	1.1	1.1	1.1	-15	1.2
CN1C(=O)CS(=O)c2ccc(C(=O)NCCC3=CCCCC3)cc21 (stereo not drawn)	1.1	-2	0.9	13	-5	1	1	1	-16	0.77
O=C(NCCN1CCOCC1)N1CCOCC1	1	-4	0.9	5	-2	0.9	1	1	-8	1.2
Cc1nn(CC(=O)O)c(C)c1[N+](=O)[O-]	1.1	-4	1	-1	-6	1	1	1	-7	0.96
O=C(CCC1CCCC1)NC1CCCCC1	1	1	0.9	-2	-2	0.9	0.9	1	-13	1.1
Cc1ccc(Cn2ccc(NC(=O)c3cc(-c4ccc(F)cc4)on3)n2)cc1	1.1	0	0.9	-17	-5	1	1	1	-4	1.1
COc1cc(OC)cc(C(=O)n2cnnc2N)c1	1	-2	1.1	19	-2	1.1	1	1	-22	0.97
Cc1ccc(-c2nnn(CC(=O)N(Cc3ccccc3)C(C(=O)NC(C)(C)C)c3ccncc3)n2)o1 (stereo not drawn)	1	-7	1	4	-4	1	1.1	1.1	-9	0.86
CCCCn1[nH]c(-c2ccccc2)cc1=O	1	-1	1	-12	-2	1	0.8	1	-4	1.2
COc1ccc(N2CCN(c3cc(C)c4ccc(C)cc4n3)CC2)cc1	1	-1	1	12	-2	0.9	0.8	1	-5	1
Cc1ccc(C2CC2C(=O)NNC(=S)Nc2ccc(Cl)cc2)cc1 (stereo not drawn)	1	3	1.1	9	2	1	1.1	1	-27	1.2
COc1ccc(C2C(C(=O)NCc3ccco3)c3ccccc3C(=O)N2C)cc1 (stereo not drawn)	1	-6	1	-25	-4	1	1	1.1	-13	0.88
COc1ccc(C2N=C(N)N=C(N)N2c2ccc(C)cc2)cc1 (stereo not drawn)	1	-3	0.8	2	-4	1	1	1	-10	1.5

Sorted by length of the SMILES (lowest first): 10 of the compounds above.
SMILES	TNAP act hiacc	FLuc inhib CS	bIAP act	APP 5'UTR act	TNAP inh hiacc	PMI act	PMI act hi M6P	FLuc stim CS	TNAP inh noacc	NF-kB neuron act
Nc1cccc(-n2cccc2)c1	1	0	0.9	13	-4	0.9	0.5	1	-6	1.2
CCCCn1[nH]c(-c2ccccc2)cc1=O	1	-1	1	-12	-2	1	0.8	1	-4	1.2
COc1cc(OC)cc(C(=O)n2cnnc2N)c1	1	-2	1.1	19	-2	1.1	1	1	-22	0.97
Cc1ccc2oc(=O)n(CCOc3ccccc3Cl)c2c1	1.1	-4	0.8	10	-8	1	0.9	1	-15	1.4
Cc1cc(C)c(S(=O)(=O)n2ccc3ccccc32)c(C)c1	1	6	0.4	-3	2	1	1.1	0.9	18	0.63
C/C(=N/O)c1cc(C(C)(C)C)c(O)c(C(C)(C)C)c1	1	-8	0.9	0	-2	1.1	1.1	1.1	-15	1.2
Cc1ccc(C2CC2C(=O)NNC(=S)Nc2ccc(Cl)cc2)cc1 (stereo not drawn)	1	3	1.1	9	2	1	1.1	1	-27	1.2
CN1C(=O)CS(=O)c2ccc(C(=O)NCCC3=CCCCC3)cc21 (stereo not drawn)	1.1	-2	0.9	13	-5	1	1	1	-16	0.77
Cn1c(=O)c2c(ncn2CC(O)CNc2cccc(Cl)c2)n(C)c1=O (stereo not drawn)	1	-2	1	15	-2	1	0.9	1	-4	1.5
Cc1cccn2c(=O)c(/C=C(\C#N)C(=O)NCc3ccco3)c(N3CCCCC3)nc12	1	1	0.9	7	1	0.8	0.9	1	2	0.55

(further entries)
SMILES	TNAP act hiacc	FLuc inhib CS	bIAP act	APP 5'UTR act	TNAP inh hiacc	PMI act	PMI act hi M6P	FLuc stim CS	TNAP inh noacc	NF-kB neuron act
CCc1cc(=O)oc2cc(C)c(CN3CCCC3)c(O)c12	1	-5	1	-6	-2	0.9	0.7	1.1	-10	0.92
Clc1ccc(-c2nc(NCCN3CCOCC3)c3ccccc3n2)cc1	1	-6	1	30	-1	1	1	1.1	-8	1.4
CC(C(=O)NC1CCCCCC1)N(c1ccccc1)S(C)(=O)=O (stereo not drawn)	1.1	-8	0.9	8	-5	0.9	0.9	1.1	-12	1
S=c1[nH]nc(-c2cccnc2)n1/N=C/c1ccc(Br)s1	1	-6	1	2	3	1	1.1	1.1	25	1.1
COc1cccc(-n2c(SCC(=O)N3c4ccccc4CC3C)nnc2-c2ccco2)c1 (stereo not drawn)	1	-2	1.2	-5	-4	0.8	0.9	1	-7	0.82
CC(C)C(OC(=O)c1ccco1)C(=O)NCc1ccccc1 (stereo not drawn)	1	-2	0.9	-5	-3	0.9	0.9	1	-11	1.1
Cc1ccc(N=Nc2c(=O)[nH]n3c(=O)cc(C)[nH]c23)cc1	0.8	25	0.9	1	19	0.9	0.9	0.7	-76	1.1
CC(C)N(C(=S)Nc1cccc(C(F)(F)F)c1)C(C)c1ccccn1 (stereo not drawn)	1	-6	0.8	-19	2	1.1	1	1.1	7	1.4
COc1ccc(N2CCN(C(=O)CCNS(=O)(=O)c3cccs3)CC2)cc1	1.1	-3	1	26	-7	1	1.1	1	-9	0.96
CSCc1ccc(C(=O)NCc2ccc(C)cc2)cc1	1	1	0.9	-1	2	0.9	1	1	-6	1.2
O=C(CNC(=O)Cc1ccccc1)NCC(=O)OCc1ccccc1	1	-2	1	-13	-5	0.9	0.9	1	-7	1.4
NC(=S)Nc1cccc2cn[nH]c12	1	3	1.1	24	-1	0.7	0.7	1	8	1.1
COc1ccc(C(=O)NCC2(c3ccccc3)CCOCC2)cc1[N+](=O)[O-]	1	-2	1.1	-4	4	0.9	1	1	-6	1.1
Cc1cccc(N(C(=O)c2nsc(Cl)c2Cl)C(C(=O)NC2CCCC2)c2ccc(O)cc2)c1 (stereo not drawn)	1.1	-6	0.9	11	-6	1	1	1.1	-23	1
Cc1ccc(S(=O)(=O)N2CCCC2C(=O)NCCc2ccccc2)cc1 (stereo not drawn)	1	-6	1	-4	-4	0.9	1	1.1	-6	1
CCOc1ccc(C(=O)c2cccs2)cc1	1.1	11	0.7	43	-5	1	0.9	0.9	-13	1.7
Cc1ccccc1C1CC(c2ccc(Br)cc2)Nc2nc(N)nn21 (stereo not drawn)	1	-6	1	8	-2	1	1	1.1	-1	1.1
COc1ccc(NC(=O)CSc2nnc(Cn3cnc4ccccc43)n2C)cc1	1	-5	0.9	-9	-3	1	1	1.1	-13	0.98
CC(C)CC(NC(=O)c1ccc(Cl)cc1)C(=O)O (stereo not drawn)	1	-8	0.9	2	-1	1.1	1	1.1	-5	1
COc1cc(-c2nc3ccc(N4CCN(C)CC4)cc3[nH]2)cc(OC)c1OC	1	15	1.2	18	-4	1	0.7	0.9	-20	1.1
CCCC(=O)Nc1ccccc1N1CCN(C(=O)C(C)C)CC1	1	0	1	-6	-1	1	1	1	-14	0.94
FC(F)(F)c1nnc2sc(-c3ccccn3)nn12	1	-4	1	3	-2	1	1	1	-10	0.9
COc1ccc2cc(CN(CCO)C(=O)c3ccccc3F)c(=O)[nH]c2c1	1.1	-6	0.9	-6	-6	0.9	1	1.1	-12	0.82
Cc1c(Nc2ncnc3nc[nH]c23)c(=O)n(-c2ccccc2)n1C	1	-7	1	28	-4	1	1	1.1	-16	1
CCOc1ccccc1NC(=S)NCc1cccn1C	1	-6	1.1	2	-2	1.2	1.1	1.1	-12	0.98
The listing continues.
SMILES	TNAP act hiacc	FLuc inhib CS	bIAP act	APP 5'UTR act	TNAP inh hiacc	PMI act	PMI act hi M6P	FLuc stim CS	TNAP inh noacc	NF-kB neuron act
CCCCC(=O)NC(c1ccccc1Cl)c1c(O)ccc2ccccc12 (stereo not drawn)	1	-4	0.9	8	-3	0.8	0.9	1	-16	0.81
Cc1cccc(NC(=O)CCc2ccccc2)c1	1	6	0.8	39	1	1.1	1	0.9	-1	1.5
Cc1cc(Nc2nc3ccccc3nc2Cl)n(-c2ccccc2C)n1	1.1	-8	0.9	-13	-5	1	1.1	1.1	-7	0.89
Cc1cc(C)n2c(SCC(=O)N(C)C3CCCCC3)nnc2n1	1	-7	0.9	22	-4	1	1	1.1	-6	1.3
CCOc1ccc(-c2noc(-c3ccncc3)n2)cc1OCC	1	-2	1	-10	2	0.8	0.9	1	-8	0.8
COc1ccc(NC(=O)N2CCCC(c3nc(-c4ccc(C(C)C)cc4)no3)C2)cc1 (stereo not drawn)	1.1	7	1.1	99	-5	0.8	0.8	0.9	-16	1
CCOC(=O)c1nnn(-c2nonc2N)c1CN(C)C1CCCCC1	1	-3	1	-5	-1	0.9	0.9	1	-5	0.93
CC(C)CCn1c(Cl)nc2c1c(=O)n(C)c(=O)n2C	1	-3	1	-10	0	0.9	0.9	1	-6	1.2
O=C(CSc1ccccc1)N1CCN(c2ccccn2)CC1	1	-1	1.1	19	-1	0.9	0.9	1	-5	1.2
